# Coupling enz: qHTS Assay for Inhibitors of Fructose-1,6-bisphosphate Aldolase from Giardia Lamblia: Coupling assay counterscreen; coupling enzyme system counterscreen, AmpLite Red fluorescence; activity change, negative = inhibition, % at 58.2 µM, hits read low; 290,000 tested, 0.67% active; AID 2472, 2010; in the data active means activity change below about -30%; further: on the % scale 0 is the no-effect control and ±100 the full control effect
#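 Counterscreen lacking aldolase: glyceraldehyde-3-phosphate coupling-enzyme reagent preincubated 10 min at RT with compound (at 57.5 uM final), then substrate/coupling system with AmpLite Red added; fluorescence read at 525/598 nm after 20 min RT.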
# USP2a inh: qHTS Assay for Inhibitors of Ubiquitin-specific Protease USP2a Using CHOP2 as the Reporter; Ubiquitin carboxyl-terminal hydrolase 2 (Homo sapiens), O75604; USP2 core, Ub-CHOP2 coupled fluorogenic reporter, 485/531; Potency, µM (doses to about 38.3 µM), for inactives: at the highest dose activity change, negative = inhibition, usual class: inhibitors; 330,000 tested, 0.01% active; AID 463254, 2010;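 further: potency means the concentration at half of the fitted maximal effect; plate controls were DMSO wells for no effect and full inhibition by NEM control for full effect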
#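 Cell-free coupled assay: 10nM USP2 core preincubated 30min RT with compound in Tris-HCl pH 8.0/CaCl2/CHAPS buffer, then 25nM Ub-CHOP2 and 25nM reporter substrate; fluorescence (Ex 485/Em 531) read after 60min RT, normalized to NEM inhibition, concentration-response curves fitted.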
# TRPV1 agonist: HTS Assay for Compounds that Act as Agonists of the Vanilloid Receptor 1. activation, % at 8.33 µM. TRPV1-expressing cells, Fluo-8 calcium influx, agonist mode. 320,000 tested, 0.19% active; in the data active means activation above about 80%; inconclusive means between about 30% and that limit; further: 0% is about no effect
#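 Cells expressing TRPV1 were dye-loaded with Fluo-8 and read kinetically: 10 s baseline, 3 min after compound (agonist portion), then 2 min after EC20 capsaicin (allosteric enhancer portion). Calcium-bound dye fluorescence at 480/520 nm.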
# Menin-MLL TR inh: qHTS Assay for Inhibitors Targeting the Menin-MLL Interaction in MLL Related Leukemias: Competition With Texas Red Labeled MLL-derived Mutant Peptide. O00255. Menin + Texas Red MLL mutant peptide, fluorescence polarization. Potency, µM (titrated, usually from 61.6 µM), inactives show at the highest dose FP activity change, negative = inhibition, hits mostly inhibitors. 270,000 tested, 0.23% active. AID 1768, 2009; active means well fitted inhibition curve with a large enough effect in the polarisation, with a control signal flat, not every such curve was filed as active; inconclusive means small, poorly fitted or top-dose-only effect, or effect the other way, or a change in a side signal; inactive means no such curve, though single readings can be large or run the other way; the % refers to the polarisation; further: potency means the concentration at half of the fitted maximal effect; % of control where 0% means no effect; many of its hits are not listed in these tables
# GALK inh: qHTS Assay for Inhibitors of Human Galactokinase (GALK) | Purified GALK, Kinase-Glo residual ATP luminescence | Potency, µM (doses to about 57.5 µM), for inactives: top-dose activity change, negative = inhibition, usual class: inhibitors | 270,000 tested, 0.007% active | AID 1868, 2009; further: potency means the concentration at half of the fitted maximal effect; on the % scale 0 is the no-effect control and ±100 the full control effect
# Target sequence (P51570 whole entry, looked up): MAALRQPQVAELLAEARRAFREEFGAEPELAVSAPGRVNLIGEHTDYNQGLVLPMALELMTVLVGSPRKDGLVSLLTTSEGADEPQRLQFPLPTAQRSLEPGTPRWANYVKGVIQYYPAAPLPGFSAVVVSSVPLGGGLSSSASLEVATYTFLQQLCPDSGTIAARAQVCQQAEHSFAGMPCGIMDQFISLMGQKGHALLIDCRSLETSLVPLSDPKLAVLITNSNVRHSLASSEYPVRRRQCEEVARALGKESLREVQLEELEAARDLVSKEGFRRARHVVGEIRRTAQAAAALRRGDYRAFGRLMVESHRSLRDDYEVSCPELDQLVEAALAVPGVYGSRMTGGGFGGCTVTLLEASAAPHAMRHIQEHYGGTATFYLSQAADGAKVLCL
#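 Galactose (100 uM) and ATP (35 uM) were turned over by 5 nM GALK for 1 h at RT. Kinase-Glo Plus then converted the remaining ATP into a luminescent signal.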
# B2AR arrestin: qHTS assay of beta-arrestin-biased ligands of beta2-adrenergic receptor; 330,000 tested, 0.02% active; Potency, µM (top dose mostly 46.1 µM), without a hit: top-dose activation, hits mostly activators; AID 492947, 2010; beta-arrestin recruitment to beta2AR, cell-based reporter;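 further: potency means the concentration at half of the fitted maximal effect; 0% = DMSO controls and full agonism = EC100 isoproterenol or metaproterenol; nearly all actives have a fitted effect of over 65% in size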
# KCNH2 WT inh: qHTS for Inhibitors of KCHN2 3.1: Wildtype qHTS; AID 720551, 2013; Voltage-gated inwardly rectifying potassium channel KCNH2 (Homo sapiens), Q12809; U2OS, BacMam KCNH2, thallium flux FluxOr; hits give low values; activity change, % at 1.84 µM; 340,000 tested, 0.37% active;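 active means maximum activity change below -70%; inconclusive means maximum activity change between -70% and -50%; inactive means maximum activity change above -50%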; further: on the % scale 0 is the no-effect control and ±100 the full control effect
#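 U2OS cells transduced with wild-type KCNH2 virus are loaded with FluxOr dye for 45 min, and thallium flux is measured in kinetic reads before and after stimulation buffer. Rate constants are normalized to DMSO controls.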
# KCNH2 3.1 inh: qHTS for Inhibitors of KCHN2 3.1: Mutant qHTS | 340,000 tested, 0.95% active | activity change, % (tested at about 1.8 µM) | Potassium voltage-gated channel subfamily H member 2, brain isoform KCNH2 3.1 (human) | U2OS KCNH2 3.1, thallium flux FluxOr; hits give low values;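 active means maximum activity change below -70%; inconclusive means maximum activity change from -70% to -50%; inactive means maximum activity change above -50%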;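 further: thallium influx rate constant from kinetic fluorescence after stimulation buffer; on the % scale 0 is the no-effect control and ±100 the full control effect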
#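 Steps: virus added to U2OS suspension (4 h, RT, dark); medium with 10% FBS added, cells plated, 37 C overnight; FluxOr/Red40 loading buffer 45 min RT; stimulation buffer, 2 min kinetic read; rate constant normalized.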
# Giardia kill: Small Molecules that selectively kill Giardia lamblia: qHTS; Giardia lamblia trophozoite viability; activity change, % at 7.66 µM, hits read low; 340,000 tested, 0.15% active; in the data active means activity change below about -80%; inconclusive means between about -30% and that limit;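 further: parasites exposed to compound for two days anaerobically before the ATP read; on the % scale 0 is the no-effect control and ±100 the full control effect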
#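 Giardia lamblia trophozoites (100 cells/well) were incubated with compounds for 48 h at 37 deg C under anaerobic conditions. Viability was read as ATP content by one-step luminescence after 15-30 min at room temperature.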
# PKM2 activator: qHTS Assay for Activators of Human Muscle isoform 2 Pyruvate Kinase | purified PKM2, Kinase-Glo ATP luminescence, activation; response scale: 0% is enzyme alone, no compound | Potency, µM (series often up to 57.5 µM), inactives show at the highest dose activation, actives largely listed as activators | 260,000 tested, 0.34% active; further: potency means the concentration at half of the fitted maximal effect; on the % scale 0 is the no-effect control and ±100 the full control effect; nearly all actives have a fitted effect of over 55% in size
# Target sequence (P14618 whole entry, looked up, canonical isoform): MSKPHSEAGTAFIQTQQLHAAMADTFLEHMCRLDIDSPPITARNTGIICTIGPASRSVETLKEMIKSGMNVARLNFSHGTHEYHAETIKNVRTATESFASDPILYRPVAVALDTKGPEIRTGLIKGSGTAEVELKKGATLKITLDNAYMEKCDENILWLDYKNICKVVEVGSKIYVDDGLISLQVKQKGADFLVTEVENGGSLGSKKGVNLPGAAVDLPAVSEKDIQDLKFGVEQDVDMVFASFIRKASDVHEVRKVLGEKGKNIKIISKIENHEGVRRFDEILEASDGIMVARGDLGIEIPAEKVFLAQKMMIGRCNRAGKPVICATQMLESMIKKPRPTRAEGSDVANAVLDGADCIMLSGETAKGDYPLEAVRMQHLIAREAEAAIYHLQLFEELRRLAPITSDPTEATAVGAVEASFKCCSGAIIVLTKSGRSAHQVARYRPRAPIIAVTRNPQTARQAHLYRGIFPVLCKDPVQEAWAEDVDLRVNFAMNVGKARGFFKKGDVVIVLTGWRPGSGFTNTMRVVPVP
#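 hPK-M2, >95% pure; 0.1 mM ADP / 0.5 mM PEP final; imidazole pH7.2 buffer w/ 7 mM MgCl2, 50 mM KCl; 1 h RT; Kinase-Glo lum. Intermediate enzyme activity for dual inhibitor/activator qHTS.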
# CXXC DNA block: qHTS Fluorescence Polarization Assay for Inhibitors of MLL CXXC domain - DNA interaction; MLL-CXXC / FITC-HOXA9 DNA fluorescence polarization; Potency, µM (top dose mostly 115 µM), inactives show top-dose activity change, negative = inhibition, most hits filed as inhibitors; 290,000 tested, 0.037% active; active means well fitted inhibition curve with a large enough effect in the polarisation, with a control signal flat, not every such curve was filed as active; inconclusive means small, poorly fitted or top-dose-only effect, or effect the other way, or a change in a side signal; inactive means no such curve, though single readings can be large or run the other way; the % refers to the polarisation; further: potency means the concentration at half of the fitted maximal effect
#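 Fluorescence polarization: 7 uM MLL-CXXC (stock) preincubated 5 min with compounds, then 50 nM fluorescein-HOX-A9 DNA (stock) added; 30 min ambient. Buffer 50 mM Tris-HCl pH 7.5, 50 mM NaCl, 1 mM DTT, 0.05% BSA.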
# Numbers without * were called inactive; ? = inconclusive; / = no result given; [ ] = dose if it differs, or a comment. Unless noted, the call rests on the fitted dose curve; in most records, active means well fitted curve in the direction sought with a large enough effect; inconclusive means small, poorly fitted or top-dose-only effect, or another doubt; inactive means no such curve, though single readings can be large; an effect the other way counts as inactive or inconclusive.
SMILES,Coupling enz,USP2a inh,TRPV1 agonist,Menin-MLL TR inh,GALK inh,B2AR arrestin,KCNH2 WT inh,KCNH2 3.1 inh,Giardia kill,PKM2 activator,CXXC DNA block
COc1cc(/C=C/C(=O)c2ccccc2O)cc(OC)c1OC,1,2%,7,0%,-5%,0.4%,-12,-10,12,6%,10%
O=c1ccc2c(o1)/C(=C/C=C(Cl)Cl)CCC2,3,-7%,6,-24%,5%,9.8%,-10,15,-8,-10%,-12%
C/C(=N\NC(=O)c1cccc(C)c1)c1ccc(N2CCOCC2)cc1,1,-1%,-1,-3%,1%,0.1%,-5,-10,-5,0%,14%
CC(C)[C@H](NC(=O)c1ccco1)C(=O)OCC(=O)N(C)c1ccccc1,0,3%,-2,/,-2%,-0.6%,-5,-3,-8,1%,-22%
COc1ccc(C(=O)N2CCCC(c3nc(-c4cccs4)no3)C2)cc1 (stereo unspecified),0,1%,11,-4%,5%,-0.2%,7,8,-1,-2%,10%
COc1ccc(C(=O)NC(=S)NCC2CCCO2)cc1 (stereo unspecified),3,0%,8,-2%,-3%,-0.1%,-9,-1,-17,4%,-1%
CCOC(=O)C(C)Sc1ncc(OC)c(Sc2ccc(Cl)cc2)n1 (stereo unspecified),3,-1%,/,/,5%,-0.7%,-6,0,-12,-3%,-6%
COc1ccccc1CNc1ccc(Br)cn1,-4,-1%,-9,-2%,3%,0.3%,2,-5,28,/,9%
c1ccc(CSc2nc3ccccc3[nH]2)cc1,-2,-2%,?,/,/,0.2%,2,30,-18,-2%,6%
CSc1ccc(CN2CCC(Oc3ccc(C(=O)N4CCCC4)cc3)CC2)cc1,0,1%,2,-16%,8%,0.5%,52,-43,2,1%,15%
O=C(Nc1ccc(F)cc1)C(Cc1ccccc1)n1cccc1 (stereo unspecified),-2,8%,?,/,1%,-0.5%,-6,-8,1,0%,0%
COc1ccccc1NC=C1C(=O)OC(C)(C)OC1=O,1,1%,-3,-7%,3%,-0.7%,-10,7,-6,3%,-4%
COC(=O)c1c(NC(=O)c2cccs2)sc2c1CCCC2,2,0%,-1,-5%,1%,-0.7%,4,-12,-18,-4%,17%
Cc1cc(C)n(Cc2ccc(C(=O)Nc3cccc(Br)c3)o2)n1,1,-3%,19,19%,/,-1.4%,-4,-4,-25,-5%,-13%
Cc1cccc(Cc2nnc(CCC(=O)N3CCCC(CN4CCOCC4)C3)o2)c1 (stereo unspecified),3,1%,-2,?,2%,-0.8%,-3,5,0,0%,9%
O=C(C1CCN(S(=O)(=O)c2cccs2)CC1)N1CCN(c2ccccc2)CC1,1,0%,9,0%,0%,0.3%,-7,1,1,-3%,2%
O=C(Nc1cccc(-c2csc(Nc3cccc(C(F)(F)F)c3)n2)c1)c1ccccc1,0,-10%,-1,/,3%,-0.6%,-6,-8,14,4%,10%
CC(C)N(CCCNC(=O)c1ccc(CS(=O)(=O)c2c(Cl)cccc2Cl)o1)Cc1ccccc1,-2,4%,0,-19%,-1%,-0.3%,24,-1,-17,/,4%
CCCN(CCC)S(=O)(=O)c1ccc(NS(=O)(=O)c2ccc(F)cc2)cc1,-1,-8%,-3,45%[activator],0%,-0.1%,-21,10,-3,7%,-2%
CC(=O)c1cccc(Nc2nc(-c3cccc([N+](=O)[O-])c3)cs2)c1,-2,0%,8,?,0%,-0.1%,2,3,-3,3%,13%
CC(C)(C)c1nc(NCC2CCCO2)c2nnn(Cc3ccccc3)c2n1 (stereo unspecified),1,-1%,21,?,-1%,-0.4%,-5,-1,6,-2%,-2%
CC(Oc1ccc(Cl)cc1)C(=O)NNC(=S)NC(=O)c1ccco1 (stereo unspecified),6,-2%,9,12%,0%,-0.8%,-15,8,-13,3%,6%
O=C(Nc1nncs1)c1c(F)c(F)c(F)c(F)c1F,0,-2%,0,9%,0%,-0.3%,4,-7,15,-6%,-2%
O=C(C1=C(O)C(=O)N(CCN2CCOCC2)C1c1ccccn1)c1cccs1 (stereo unspecified),-19,0%,-1,22%,1%,0.0%,-19,4,13,-1%,-2%
CC(C)Oc1ccc(CCc2nnc(SCC(=O)O)n2-c2ccccc2)cc1,14,5%,-2,-8%,9%,0.4%,-21,-78*,8,-27%,19%
O=C(NCCCO)c1ccc2[nH]c3c(c2c1)CCCC3,-5,-1%,-2,-8%,-2%,0.4%,2,2,13,0%,4%
CC(Sc1ccsc1[N+](=O)[O-])C(=O)NCc1ccccc1 (stereo unspecified),-2,5%,3,30%,-3%,-0.5%,/,/,/,25%,-2%
Cc1ccc(/C=C2/SC(=S)N(CCC(=O)N3CCN(c4ccccc4)CC3)C2=O)cc1,1,2%,6,0%,1%,-0.3%,/,/,/,2%,-6%
C[C@H](NS(=O)(=O)c1ccc(Cl)c(Cl)c1)C(=O)OCc1cc(=O)n2cc(Br)ccc2n1,6,3%,2,6%,0%,-0.2%,19,-40,33[activator],-2%,-4%
Cc1ccc(-c2cc(C(=O)Nc3ccc(S(=O)(=O)Nc4onc(C)c4C)cc3)c3ccccc3n2)cc1,2,2%,1,?,-13%,-0.9%,-4,-7,-5,-19%,-3%
CN(Cc1nc2ccccc2c(=O)[nH]1)c1ccccc1,-2,2%,1,?,2%,-0.8%,3,6,-10,2%,12%
Cc1ccc(S(=O)(=O)N2CCN(C(=O)COC(=O)c3cncc(Br)c3)CC2)c(C)c1,/,2%,/,/,/,0.3%,2,3,-4,/,/
Cc1nc(NC(=O)C2CCCCC2C(=O)O)sc1C (stereo unspecified),4,0%,-3,13%,0%,-3.6%,0,-8,?,0%,-1%
O=C(CCn1c(=O)c2cccn2c2cccnc21)N1CCN(c2cccc(Cl)c2)CC1,/,5%,1,/,-8%,-0.8%,6,-12,-21,/,20%
Cc1nc2ccc(S(=O)(=O)NC(C(=O)NC3CCCC3)C(C)C)cc2s1 (stereo unspecified),1,0%,2,-9%,3%,-0.3%,7,7,22,-6%,0%
CC(C)c1cc(NC(=O)CSc2nnc(-c3ccccc3F)n2C)on1,-3,-2%,2,-10%,-4%,0.2%,2,-8,-1,-1%,6%
COCCNC(=S)N(CCc1c(C)[nH]c2ccc(C)cc12)Cc1cc(OC)c(OC)c(OC)c1,-3,-8%,1,-1%,/,0.3%,-5,-9,-2,-17%,1%
O=C(Nc1cc([N+](=O)[O-])ccc1O)c1ccc2c(c1)C(=O)N(Cc1ccco1)C2=O,/,-7%,2,/,3%,5.1%,4,-4,-26,1%,-6%
Cc1ccc(-c2nn(C)c(=O)c3ccccc23)cc1CNS(C)(=O)=O,-13,0%,1,-19%,0%,0.2%,-8,0,3,-15%,-3%
Cc1ccccc1P(=O)(CO)c1ccccc1C,-1,0%,-1,0%,0%,-0.1%,3,-6,4,-1%,-6%
CC(C)Oc1ccc(C(=O)CCN2CCCCC2)cc1,4,1%,-1,-10%,-2%,0.2%,-4,-7,-5,11%,-3%
CC(=O)Nc1c([N+](=O)[O-])cc2[nH]c(=O)[nH]c2c1[N+](=O)[O-],-9,1%,-2,-2%,-1%,0.3%,0,2,6,25%,-23%
Cc1cc(=O)oc2c1c(C)nn2-c1cccc(Cl)c1,2,0%,5,5%,9%,-0.1%,-13,0,20,2%,3%
Cc1ccc(N2CC(C(=O)Nc3ccncc3)CC2=O)cc1 (stereo unspecified),-1,0%,2,-17%,-2%,0.0%,-12,12,-9,-10%,-4%
CCOC(=O)N1CCC(NC(=O)C(NS(=O)(=O)c2cccc3nsnc23)c2ccccc2)CC1 (stereo unspecified),5,-4%,1,-12%,1%,0.2%,3,6,15,0%,-4%
CCN(CC)S(=O)(=O)c1cccc(-c2nnc(SCC(=O)c3cc(C)n(C4CC4)c3C)o2)c1,-2,1%,-1,-8%,-3%,-0.5%,-5,0,4,?,6%
O=C(CCn1c(=O)sc2ccccc21)Nc1nccs1,-3,3%,1,3%,1%,0.8%,2,-2,-10,7%,4%

# Only part of the results is shown. The share of hits here may be higher or lower than overall.
